Screens deposited in PubChem BioAssay by several laboratories.
sEH inhibitor – soluble epoxide hydrolase inhibitors, primary screen, biochemical, human sEH. 91,000 tested, 0.34% active. Bifunctional epoxide hydrolase 2 (Homo sapiens), P34913. inhibition, % at 2 µM. recombinant human sEH enzymatic activity assay; in the data active means inhibition above about 80%; further: values of inactives mirror those of a sister screen read the other way; many of its hits are not listed in these tables
Target sequence (P34913 whole entry, looked up): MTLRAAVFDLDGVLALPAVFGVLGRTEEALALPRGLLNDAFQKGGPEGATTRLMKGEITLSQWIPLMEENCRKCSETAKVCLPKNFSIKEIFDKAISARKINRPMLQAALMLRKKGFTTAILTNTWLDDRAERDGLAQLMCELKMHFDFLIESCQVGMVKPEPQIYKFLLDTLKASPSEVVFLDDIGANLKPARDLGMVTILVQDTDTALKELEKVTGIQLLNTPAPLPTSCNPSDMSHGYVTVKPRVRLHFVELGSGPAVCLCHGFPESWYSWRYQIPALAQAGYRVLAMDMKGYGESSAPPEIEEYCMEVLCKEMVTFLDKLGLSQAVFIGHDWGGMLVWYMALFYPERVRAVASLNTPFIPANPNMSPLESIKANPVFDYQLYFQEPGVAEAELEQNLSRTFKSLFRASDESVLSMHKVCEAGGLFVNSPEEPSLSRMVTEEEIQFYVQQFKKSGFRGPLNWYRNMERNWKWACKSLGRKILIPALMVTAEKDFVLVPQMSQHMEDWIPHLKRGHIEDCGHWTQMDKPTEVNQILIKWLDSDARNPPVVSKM
ERa SRC1 pot – enhancers of ERα–SRC-1 coactivator binding, primary screen, biochemical, TR-FRET, ERα LBD, low estradiol; Estrogen receptor (Homo sapiens), P03372; TR-FRET ERalpha-LBD/SRC-Cy5 coactivator binding, 2 h; 100 = basal binding, no effect; coactivator binding (% of control), % at 25.6 µM; 86,000 tested, 1.3% active; in the data active means activity above about 200%;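 further: binding measured in presence of low estradiol as agonist stimulus; 0% = peptide alone without receptor and 100% = receptor with peptide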
Mac1 fbg enh – enhancers of CD11b/CD18 adhesion to fibrinogen, primary screen, K562 cells, luminescence | Integrin beta-2 (Homo sapiens) + Integrin alpha-M (Homo sapiens), P05107+P11215 | ATPlite luminescence | activation, % at 10 µM | 93,000 tested, 0.07% active;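 active means 10 µM primary screen giving 50% or more activity, confirmed by 40% or more on retest at that dose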; further: strong numbers were not always called active; reference of the scale not given here
sEH activator – soluble epoxide hydrolase activators, primary screen, biochemical, human sEH. Bifunctional epoxide hydrolase 2 (Homo sapiens), P34913. purified human sEH enzymatic activity, activator screen. activation, % at 2 µM. 91,000 tested, 0.04% active. AID 717, 2007; in the data active means activation above about 37%; further: values of inactives mirror those of a sister screen read the other way
Smad3 inh – Smad3/FoxH1 peptide binding inhibitors, primary screen, biochemical, TR-FRET | Mothers against decapentaplegic homolog 3 (Homo sapiens), P84022 | TR-FRET Smad3/Dy647-FoxH1 peptide binding, europium anti-His | inhibition, % at 25 µM | 88,000 tested, 0.29% active | AID 630, 2007;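 active means compounds that reduce the energy-transfer binding signal between the protein and its labelled peptide by more than half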;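 further: 0% = Smad3 plus labelled peptide maximal FRET and 100% = peptide-only background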
Target sequence (P84022 whole entry, looked up): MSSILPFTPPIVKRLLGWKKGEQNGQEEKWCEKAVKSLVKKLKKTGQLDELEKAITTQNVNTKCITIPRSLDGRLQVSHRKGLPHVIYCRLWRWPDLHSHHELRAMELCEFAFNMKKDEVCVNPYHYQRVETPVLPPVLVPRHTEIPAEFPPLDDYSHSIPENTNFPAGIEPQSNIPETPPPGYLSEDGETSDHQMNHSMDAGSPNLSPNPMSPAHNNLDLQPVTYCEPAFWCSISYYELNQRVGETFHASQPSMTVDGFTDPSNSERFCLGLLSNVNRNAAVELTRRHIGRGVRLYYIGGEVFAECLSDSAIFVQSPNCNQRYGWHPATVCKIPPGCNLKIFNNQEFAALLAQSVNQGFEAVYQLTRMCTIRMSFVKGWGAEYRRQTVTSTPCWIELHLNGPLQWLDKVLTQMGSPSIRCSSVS
Candida biofilm – clotrimazole potentiators killing Candida biofilms, primary screen, with clotrimazole, Alamar Blue | C. albicans biofilm + clotrimazole | inhibition, % at 6 µM | 85,000 tested, 0.14% active;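 active means inhibition above 20%; inactive means inhibition below 20%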;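 further: preformed 24 hr biofilms exposed to compound for 48 hr; 0% = biofilm without compound and 100% = blank killed by clotrimazole plus chlorhexidine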
ERb SRC1 inh – inhibitors of ERβ-SRC1 coactivator interaction, primary screen, biochemical, TR-FRET, ERβ LBD, SRC-1 peptide. Estrogen receptor beta (Homo sapiens), Q92731. TR-FRET ER-beta LBD / SRC1-Cy5 peptide binding; receptor agonist-loaded with 1 µM estradiol. inhibition, % at 25.6 µM. 86,000 tested, 1.3% active. AID 633, 2007;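 active means compounds whose percent inhibition of the receptor-coactivator binding signal exceeds about 50% in the single-dose screen, limit read from the data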;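 further: 0% = receptor plus peptide wells without compound and 100% = peptide-only wells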
Mac1 fbg inh – inhibitors of CD11b/CD18 adhesion to fibrinogen, primary screen, K562 cells, luminescence | Integrin beta-2 (Homo sapiens) + Integrin alpha-M (Homo sapiens), P05107+P11215 | ATPlite luminescence; Mn2+ added to activate the integrin | inhibition, % at 10 µM | 93,000 tested, 0.54% active | AID 1497, 2009;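 active means primary inhibition of 50% or more at 10 µM, then 40% or more on retest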; further: some results filed as inactive read as strong as hits
MT1-MMP txn act – MT1-MMP promoter reporter activation – cell-based, luciferase luminescence, primary screen; AID 750, 2007; HT1080 MT1-MMP promoter luciferase reporter, overnight; stronger effect = higher value; activation factor at 10 µM; 86,000 tested, 0.16% active;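 active means activation factor of at least 2 for MT1-MMP transcription at 10 µM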
Active calls of the source: *; / = not tested or not shown; [ ] = remark or other dose. Some of the compounds tested; the hit share may differ from the screen's.

cpd | mol | Candida biofilm | Smad3 inh | MT1-MMP txn act | sEH inhibitor | ERa SRC1 pot | sEH activator | ERb SRC1 inh | Mac1 fbg enh | Mac1 fbg inh
1 | N#CC1(C#N)COC23CCCCC2C1(C#N)C(=N)O3 (stereo unspecified) | 6 | -1 | 1.2 | 4 | 105 | -4 | -9[fluorescence artefact?] | 0 | 7
2 | CCOC(=O)N1CCN(C(=O)CCSc2ccc(C)cc2)CC1 | 8 | 17 | 1.2 | 10 | 104 | -11 | -2 | / | /
3 | Cc1noc(C)c1S(=O)(=O)N(CC(=O)N1CCc2ccccc21)c1ccc(C(C)C)cc1 | 1 | 5 | 1.2 | -3 | 114 | 2 | -12 | -4 | -5
4 | N#Cc1cnn(-c2ncnc3sc(-c4ccccc4)cc23)c1N | 3 | 4 | 1.2 | 0 | 156 | 2 | 2 | 38 | 7
5 | O=c1[nH]c(N/N=C/c2ccccc2)nc2ccccc12 | / | / | / | 4 | / | -2 | / | 0 | 14
6 | CN1C(=O)c2ccccc2C(C(=O)O)C1c1cn(C)c2ccccc12 (stereo unspecified) | 6 | -1 | 1.2 | / | 93 | / | -31 | / | /
7 | OCCOCCOCCn1c2ccccc2c2ccccc21 | -5 | 7 | 1.2 | 2 | 111 | -1 | -4 | -2 | 1
8 | C=C(C)c1nc(N)nc(N)n1 | 2 | 11 | 1.1 | -2 | 96 | 1 | -2 | -2 | -5
9 | COc1cc(C)ccc1OCCCCN1CC(C)OC(C)C1 (stereo unspecified) | 4 | -2 | 1.3 | -20 | 89[fluorescence artefact?] | 18 | -6 | -3 | 13
10 | CCCC(=O)Nc1nc2n(n1)C(c1ccccc1)CC(=O)N2 (stereo unspecified) | -5 | -14 | 0.9 | -20 | 105 | 19 | -13 | / | /
11 | CSc1nc(-c2ccco2)nn1S(=O)(=O)c1ccccc1 | 4 | 10 | 1.2 | 2 | 76 | -1 | 6 | -3 | -5
12 | O=C(Cn1cnc2c(nnn2Cc2ccccc2)c1=O)N1CCN(c2ccccc2)CC1 | 2 | 4 | 1.1 | / | 105 | / | -6 | -2 | -33
13 | CCOC(=O)C(Cc1ccccc1)NC(=O)Cn1nnc(-c2ccc(SC)cc2)n1 (stereo unspecified) | 4 | 0 | 1.2 | 0 | 101 | -1 | -4 | / | /
14 | CCOC(=O)C1CCN(c2c(NCCN3CCN(c4ccccc4)CC3)c(=O)c2=O)CC1 | 12 | 8 | 1.1 | 3 | 121 | -3 | 1 | 5 | -2
15 | O=C(CC(SCCO)c1ccc2c(c1)OCO2)c1ccco1 (stereo unspecified) | 11 | -4 | 1.3 | / | 73[fluorescence artefact?] | / | 0[fluorescence artefact?] | 1 | -16
16 | CCOCc1nnc(NC(=O)COC)s1 | 7 | -5 | 1 | / | 101 | / | 0 | -5 | -2
17 | Cc1ccc(C(CC(N)=O)c2ccco2)cc1 (stereo unspecified) | 5 | 0 | 1.2 | 7 | 99 | -7 | 3 | / | /
18 | CC1=C(C(=O)OC(C)C)C(c2cccnc2)C2=C(CCCC2=O)N1 (stereo unspecified) | 3 | 6 | 1.1 | -10 | 111 | 11 | -9 | -5 | 14
19 | Cc1ccc(-c2nn3c(C)nnc3c3ccccc23)cc1S(=O)(=O)N1CCN(CCO)CC1 | -2 | -2 | 1.1 | 1 | 106 | 0 | 2 | 3 | -12
20 | Cc1ccccc1C(=O)N/C(=C/c1ccc(-c2cccnc2Cl)o1)C(=O)NCCCN1CCN(C)CC1 | 5 | -1[fluorescence artefact?] | 1 | -1 | 104[fluorescence artefact?] | 1 | -14 | / | /
21 | CN(C)c1ccc(N=c2sc3ccccc3n2C)cc1 | / | / | / | 4 | / | -1 | / | 6 | 17
22 | CC(=O)c1cccc(NC(=O)Nc2ccc(C(=O)N3CCOCC3)cc2)c1 | -1 | -6 | / | 34 | 95 | -31 | -7 | / | /
23 | Cn1c(=O)n(Cc2ccc(F)cc2)c(=O)c2c1nc1n2CCCN1C1CCCCC1 | 5 | 0 | 1.2 | -1 | 110 | 1 | 0[fluorescence artefact?] | -5 | -7
24 | O=C(Nc1cccnc1)Nc1ccccn1 | / | -6 | 1.4 | 4 | 109 | -2 | -3 | 13 | -29
25 | O=C(NCC(=O)N(Cc1ccco1)C(C(=O)NC1CCCC1)c1ccncc1)c1cccs1 (stereo unspecified) | 2 | 5 | 1.2 | 2 | 103 | 1 | -26 | / | /

Ordered by length of the SMILES (low to high): some entries from above.
cpd | mol | Candida biofilm | Smad3 inh | MT1-MMP txn act | sEH inhibitor | ERa SRC1 pot | sEH activator | ERb SRC1 inh | Mac1 fbg enh | Mac1 fbg inh
17 | Cc1ccc(C(CC(N)=O)c2ccco2)cc1 (stereo unspecified) | 5 | 0 | 1.2 | 7 | 99 | -7 | 3 | / | /
1 | N#CC1(C#N)COC23CCCCC2C1(C#N)C(=N)O3 (stereo unspecified) | 6 | -1 | 1.2 | 4 | 105 | -4 | -9[fluorescence artefact?] | 0 | 7
2 | CCOC(=O)N1CCN(C(=O)CCSc2ccc(C)cc2)CC1 | 8 | 17 | 1.2 | 10 | 104 | -11 | -2 | / | /

The listing continues.
cpd | mol | Candida biofilm | Smad3 inh | MT1-MMP txn act | sEH inhibitor | ERa SRC1 pot | sEH activator | ERb SRC1 inh | Mac1 fbg enh | Mac1 fbg inh
26 | Cc1cc(N2CCCCC2)nc(SCc2ccc(C#N)cc2)n1 | 10 | -4 | 1.1 | 14 | 98[fluorescence artefact?] | -14 | -3 | -4 | -13
27 | N#Cc1nc(-c2cccs2)oc1NCCCN1CCOCC1 | 14 | 13 | 1.2 | 2 | 121 | -1 | -8 | 0 | -9
28 | Cc1oc2nc(SCCCC(=O)NCCCO)nc(N)c2c1C | 4 | -2 | 1 | / | 101 | / | 8 | 4 | -45
29 | COc1ccccc1N1CCN(c2nc(-c3ccccc3)cc(C(F)(F)F)n2)CC1 | 0 | -4[fluorescence artefact?] | 1.1 | 3 | 111 | -3 | -1 | 4 | -4
30 | CC1(C)CC(CC(=O)Nc2ccccn2)C(=O)O1 (stereo unspecified) | -4 | 6 | 1.1 | 4 | 110 | -2 | -7 | -7 | -2
31 | Cc1ccc(S(=O)(=O)N2CCN(C(=O)CSc3nc4ccccc4c(=O)[nH]3)CC2)c(C)c1 | -2 | 1 | 1.2 | -7 | 130 | 8 | 0[fluorescence artefact?] | -4 | 24
32 | Oc1ccc(Cl)cc1/C=N/c1nc2ccccc2[nH]1 | 4 | 2 | 1.2 | -5 | 91 | 7 | -5 | -4 | 17
33 | CCNc1nc(NCC)nc(SCCOC(=O)c2ccccc2)n1 | 6 | 0 | 1.1 | -4 | 121[fluorescence artefact?] | 7 | -10 | / | /
34 | COC(=O)c1c(NC(=O)CSc2nnnn2-c2ccccc2)sc2c1CCCC2 | 0 | 0 | 1.1 | 7 | 115 | -8 | -2 | -3 | 2
35 | COC(=O)c1cc(=O)nc2sc(-c3ccccc3)nn12 | 5 | -2 | 1.2 | -1 | 78[fluorescence artefact?] | 0 | 0 | -6 | -6
36 | COc1ccc(N(C(=O)COc2ccccc2)C2C=CS(=O)(=O)C2)cc1 (stereo unspecified) | / | / | 1 | -12 | / | 15 | / | 1 | -28
37 | COc1cc(NC(=O)C2CCCN(S(=O)(=O)c3ccc4c(c3)oc(=O)n4C)C2)cc(OC)c1 (stereo unspecified) | 5 | -7 | / | -2 | 107 | 1 | 7 | 0 | 6
38 | CCOc1cc(/C=N\NC(=O)Cn2nc([N+](=O)[O-])cc2C)ccc1OCc1cccc2ccccc12 | 6 | 18 | 1.2 | 14 | 82 | -12 | 15[fluorescence artefact?] | 32 | -34
39 | Cc1cc(C)cc(NS(=O)(=O)c2ccc3oc(=O)ccc3c2)c1 | -1 | 2 | 1 | 3 | 97 | -5 | -1 | 0 | -29
40 | CCOC(=O)Cc1csc(SCC(=O)c2c(N)n(CC(C)C)c(=O)n(C)c2=O)n1 | 9 | -7 | 0.9 | 6 | 86 | -6 | -1 | 1 | 11
41 | O=C(NCc1ccco1)c1ccc(CN2CCOCC2)cc1 | 4 | 10 | 1.1 | / | 110[fluorescence artefact?] | / | -17 | -3 | -3
42 | COc1ccc(CCN(Cc2nc(-c3ccccc3)no2)Cc2nc(-c3ccccc3)no2)cc1OC | -5 | -2 | 1 | -1 | 110[fluorescence artefact?] | -1 | -2 | 15 | 15
43 | Cn1c(C(=O)N2CCCC(C(=O)N3CCN(C(=O)c4ccco4)CC3)C2)cc2sccc21 (stereo unspecified) | 7 | -6 | 1 | 4 | 108[fluorescence artefact?] | -4 | 7 | 2 | -24
44 | Cc1cc(C)c2nc(N)sc2c1 | 6 | 5[fluorescence artefact?] | 1.2 | 3 | 99 | -4 | 5 | -1 | -27
45 | O=C(CN1C(=O)C2CC=C(Cl)CC2C1=O)Nc1ccc(C(=O)O)cc1 (stereo unspecified) | -2 | -13 | 1 | 4 | 103 | -1 | -4[fluorescence artefact?] | -4 | 10
46 | CCc1c(C)c2c(C)nn(-c3ccccc3)c2oc1=O | 10 | 3 | 0.9 | -9 | 94[fluorescence artefact?] | 9 | -7 | / | /
47 | CCOC(=O)c1sc(NC(=O)c2ccc(Br)o2)cc1C | 1 | -6 | 1.5 | / | 117 | / | -10 | -4 | -6
48 | COC(=O)CC1=C(C(=O)OC)C(c2ccc3c(c2Cl)OCO3)C(C#N)=C(N)O1 (stereo unspecified) | 5 | 2 | 1.2 | 2 | 88 | 0 | -12 | 0 | -10
49 | CC(C)(C)NC(=O)CN(C(=O)c1ccc(CN2CCOCC2)o1)c1ccc2c(c1)OCCO2 | 5 | 2 | 0.9 | 6 | 101 | -4 | -17 | -4 | 0
50 | CCn1c(SC)nnc1-c1c[nH]c2ccccc12 | 5 | 6 | 1.2 | / | 88[fluorescence artefact?] | / | -1 | 2 | -9
51 | CCCN1CCN(c2ncnc3c2nnn3Cc2ccccc2)CC1 | 7 | 8 | 1.1 | 8 | 123 | -10 | -7 | 4 | 2

Whole records, quoted from the list.
N#Cc1nc(-c2cccs2)oc1NCCCN1CCOCC1 is listed with Candida biofilm = 14; Smad3 inh = 13; MT1-MMP txn act = 1.2; sEH inhibitor = 2; ERa SRC1 pot = 121; sEH activator = -1; ERb SRC1 inh = -8; Mac1 fbg enh = 0; Mac1 fbg inh = -9
Cc1oc2nc(SCCCC(=O)NCCCO)nc(N)c2c1C is listed with Candida biofilm = 4; Smad3 inh = -2; MT1-MMP txn act = 1; sEH inhibitor = /; ERa SRC1 pot = 101; sEH activator = /; ERb SRC1 inh = 8; Mac1 fbg enh = 4; Mac1 fbg inh = -45

Taken from above.
Entry of `COc1ccc(N(C(=O)COc2ccccc2)C2C=CS(=O)(=O)C2)cc1` (stereo unspecified) in sEH activator: 15
Entry of `COc1ccc(CCN(Cc2nc(-c3ccccc3)no2)Cc2nc(-c3ccccc3)no2)cc1OC` in sEH inhibitor: -1
Entry of `O=C(NCc1ccco1)c1ccc(CN2CCOCC2)cc1` in ERb SRC1 inh: -17
Entry of `CCOC(=O)Cc1csc(SCC(=O)c2c(N)n(CC(C)C)c(=O)n(C)c2=O)n1` in MT1-MMP txn act: 0.9
Entry of `COc1cc(NC(=O)C2CCCN(S(=O)(=O)c3ccc4c(c3)oc(=O)n4C)C2)cc(OC)c1` (stereo unspecified) in Smad3 inh: -7
